# mIAP block = blocks mouse intestinal alkaline phosphatase | purified mouse IAP, CDP-Star luminescence, 30 min | inhibition, % at 10 µM | 330,000 compounds, 0.2% hits | AID 2806;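 active means inhibition of at least 40% at 10 µM in the primary screen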;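 further: plate controls were DMSO with enzyme for no effect and no enzyme wells for full effect; values of inactives mirror those of a sister screen read the other way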
# mIAP activ = mouse IAP activation. 330,000 compounds, 0.24% hits. activation factor at 10 µM. AID 2805. muIAP, CDP-Star luminescence, 30 min; active compounds read high; 1 = vehicle-only enzyme signal, 0 = enzyme-free wells;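 active means activation factor of at least 2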; further: the source names both 10 and 20 µM as test concentration; values of inactives mirror those of a sister screen read the other way
#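 Assay system: mouse IAP enzyme / Compound: DMSO-dissolved test compounds / Timing: 30 min, room temperature / Measured by: luminescence from enzymatic CDP-Star hydrolysis / Control set: DMSO-only wells, enzyme-free buffer wells as negative control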
# hIAP activ = human IAP activation; 330,000 compounds, 0.16% hits; purified human IAP, CDP-Star luminescence, 30 min; active compounds read high; 1 = vehicle-only enzyme, 0 = enzyme-free background; activation factor at 10 µM; P09923; AID 2524;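 active means activation factor of the enzyme at least 2-fold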; further: the source names both 10 and 20 µM as test concentration; values of inactives mirror those of a sister screen read the other way
# Target sequence (P09923 whole entry, looked up): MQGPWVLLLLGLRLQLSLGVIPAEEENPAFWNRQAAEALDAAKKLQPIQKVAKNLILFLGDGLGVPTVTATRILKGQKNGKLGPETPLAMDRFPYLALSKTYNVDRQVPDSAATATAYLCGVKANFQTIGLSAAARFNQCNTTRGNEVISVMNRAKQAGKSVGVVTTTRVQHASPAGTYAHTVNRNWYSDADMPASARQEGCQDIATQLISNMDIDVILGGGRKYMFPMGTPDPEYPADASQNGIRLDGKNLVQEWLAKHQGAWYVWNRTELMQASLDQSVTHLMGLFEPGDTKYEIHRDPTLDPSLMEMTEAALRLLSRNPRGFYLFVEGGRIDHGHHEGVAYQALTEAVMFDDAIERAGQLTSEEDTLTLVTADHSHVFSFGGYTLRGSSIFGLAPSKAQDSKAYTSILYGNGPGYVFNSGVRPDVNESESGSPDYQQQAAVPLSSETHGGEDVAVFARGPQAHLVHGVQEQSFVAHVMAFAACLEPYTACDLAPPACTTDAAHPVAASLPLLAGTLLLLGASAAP
# TIM10 inh = TIM10 yeast growth inhibition; S. cerevisiae TIM10 strain growth, BacTiter-Glo luminescence, 24 h; 330,000 compounds, 1.4% hits; inhibition, % at 10 µM; AID 463195;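 active means inhibition of 40% or more at the single tested concentration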;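 further: wild-type TIM10 isogenic control strain grown at permissive 25 °C; 0% = DMSO yeast wells and 100% = minimal medium wells without yeast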
# hIAP inh = blocks human intestinal alkaline phosphatase | P09923 | purified IAP, CDP-Star luminescence, 30 min | inhibition, % at 10 µM | 330,000 compounds, 0.12% hits | AID 2544;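 active means inhibition reaching a set limit with compound at 10 µM in the primary screen, cut at about 35% in these data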;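 further: plate controls were DMSO wells with enzyme for no effect and no-enzyme buffer wells for full effect; values of inactives mirror those of a sister screen read the other way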
# NALP3 yeast inh = blocks the NALP3 inflammasome reconstituted in yeast; Yeast reconstituted NLRP3/ASC/caspase-1, beta-gal luminescence, 24 h; inhibition, % at 10 µM; 330,000 compounds, 0.39% hits;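 active means inhibition of 50% or more; inactive means inhibition below 50%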;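 further: plate controls were induced DMSO wells for no effect and uninduced yeast grown without galactose for full effect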
# Apaf-1 inh = human Apaf-1 inhibition. O14727. reconstituted apoptosome caspase-3 activity, DEVD-Rh110 fluorescence. inhibition, % at 20 µM. 330,000 compounds, 0.71% hits. AID 489030; active means inhibition of at least 40% at 20 µM;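 further: plate controls were DMSO wells for no effect and DEVD-CHO caspase inhibitor wells for full effect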
#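 Material: reconstituted apoptosome with Apaf-1, cytochrome c, caspase-9, procaspase-3, dATP; medium: pH 7.5 Hepes buffer with CHAPS, BSA, DTT; also added: cytochrome c and DEVD-Rh110 substrate; timing: 30 min plus 50 min, RT; signal: Rh110 fluorescence intensity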
# ATG4B inh = inhibitors of human ATG4B cysteine protease; Q9Y4P1; ATG4B cleavage of LC3-PLA2, NBD-HPC fluorescence, 1 h; inhibition, % at 8.33 µM; 340,000 compounds, 0.51% hits; AID 504462; in the data active means inhibition above about 40%
# Target sequence (Q9Y4P1 whole entry, looked up): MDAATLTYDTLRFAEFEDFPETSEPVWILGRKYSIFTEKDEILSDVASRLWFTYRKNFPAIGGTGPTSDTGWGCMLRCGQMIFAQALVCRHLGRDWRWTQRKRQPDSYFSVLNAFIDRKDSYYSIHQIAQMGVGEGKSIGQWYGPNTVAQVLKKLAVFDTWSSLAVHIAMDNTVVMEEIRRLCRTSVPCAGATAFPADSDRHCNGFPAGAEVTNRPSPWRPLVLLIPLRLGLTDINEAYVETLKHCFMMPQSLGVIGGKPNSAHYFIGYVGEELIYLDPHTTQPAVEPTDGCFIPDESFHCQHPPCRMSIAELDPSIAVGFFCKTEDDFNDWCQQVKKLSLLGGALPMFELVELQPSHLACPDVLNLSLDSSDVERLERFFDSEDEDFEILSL
# tim10-1 inh = tim10-1 yeast growth inhibition; S. cerevisiae tim10-1 ts strain growth, BacTiter-Glo, 24 h; inhibition, % at 20 µM; 330,000 compounds, 2.2% hits; AID 463190;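 active means inhibition of at least 40%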;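 further: mutant grown at 25 °C; 0% = DMSO wells with yeast and 100% = wells holding no yeast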
# The depositor's hits bear a star; / = not tested or not shown.
SMILES,mIAP block,mIAP activ,hIAP activ,TIM10 inh,hIAP inh,NALP3 yeast inh,Apaf-1 inh,ATG4B inh,tim10-1 inh
Cc1cc(C)n(-c2c(F)c(F)c(CN3CCOCC3)c(F)c2F)n1,-3.9,1.04,1.06,0.9,-6.3,12.8,-1.6,-6.7,14.3
CSc1sc(C(=O)OC(C)C)c2c1C(=O)CC(C)(C)C2,14.8,0.852,0.928,37.7,7.2,9.8,-10.7,-6.2,21.2
Cc1cccc(N=N/C(=C\O)C(=O)c2ccc(Br)cc2)c1,15.0,0.85,0.842,36.0,15.8,13.1,22.1,12.3,57.2*
COc1ccc(-n2nc3c(c2NC(=O)CC(C)C)CS(=O)C3)cc1 (centres undefined),3.2,0.968,1,2.6,-0.3,1.6,0.4,-3.4,-4.1
Cc1ccc(-c2nn3c(C)nnc3s2)cc1NC(=O)c1ccco1,1.2,0.988,1.23,-18.0,-22.5,3.4,0.6,1.2,-4.9
CN1/C(=C\C(=S)NC(=O)c2cccc(Br)c2)C(C)(C)c2ccccc21,25.2,0.748,0.793,28.6,20.7,14.7,12.3,27.1,30.0
O=C(CSc1c2c(nc3ccc(Cl)cc13)CCCC2)NCCCN1CCOCC1,3.1,0.969,1.1,-2.8,-10.5,12.3,-4.0,-0.9,11.4
CCOC(=O)Nc1c(C)n(C)n(-c2ccccc2)c1=O,-2.5,1.02,0.813,-3.5,18.7,3.4,-1.4,9.8,17.7
O=C(NC1CCCCC1)C1CCCN(S(=O)(=O)c2cccc3cccnc23)C1 (centres undefined),-4.3,1.04,1.17,3.7,-17.3,12.0,8.4,-11.2,13.2
COc1ccccc1[C@@H]1C(c2ccc(F)cc2)=NN(c2ccccc2)[C@H]1C(=O)N1CCOC1=O,9.1,0.909,0.802,21.6,19.8,-0.9,10.8,-11.1,33.5
c1ccc(COc2cccc(CNCc3cccnc3)c2)cc1,1.2,0.988,0.996,5.9,0.4,14.3,11.6,1.6,16.0
Cc1cccc(NC(=S)NCC(c2cccnc2)N2CCOCC2)c1C (centres undefined),8.3,0.917,1.02,-0.8,-1.7,7.9,-0.7,1.6,15.3
CC1CC(=O)c2cn3c(nc2C1)nc1ccccc13 (centres undefined),-0.7,1.01,1.05,6.8,-5.1,-7.0,-6.5,9.6,15.3
COC(=O)c1c(NC(=O)COC(=O)c2ccc(Cl)cc2[N+](=O)[O-])sc2c1CCCCC2,7.6,0.924,0.839,11.0,16.1,0.9,6.4,8.3,5.3
CCOC(=O)c1c(NC(=O)C2CCCCC2)sc2c1CCN(CC)C2,-0.7,1.01,0.922,-0.9,7.8,24.9,24.6,0.9,10.7
COc1ccc(CNC(=O)CSc2nc3ccc(C)cc3[nH]2)cc1OC,-10.8,1.11,1.16,-6.5,-15.9,18.8,5.9,-5.6,11.4
CC(=O)OC1CC(c2cc(C(C)(C)C)c(O)c(C(C)(C)C)c2)=NO1 (centres undefined),18.2,0.818,1,-1.1,-0.3,4.4,1.6,2.1,7.2
CCCCn1c(=N)n(CC(O)COc2cccc(C)c2)c2ccccc21 (centres undefined),0.6,0.994,0.97,10.0,3.0,1.3,0.3,-6.1,5.1
CC(C)CC(=O)Nc1ccc(S(=O)(=O)NCc2ccco2)cc1,6.1,0.939,0.883,1.2,11.7,-3.6,-14.2,-7.6,0.1
Cc1ccc(S(=O)(=O)N2CCOCC2)cc1C(=O)OCC(=O)Nc1ccc2c(c1)OCO2,-3.9,1.04,1.06,3.3,-6.3,9.0,12.6,-15.1,6.9
O=C(NCc1ccco1)c1sc(=S)n2c1[nH]c(=O)c1ccccc12,40.0*,0.6,0.912,12.6,8.8,-3.5,-11.4,19.6,22.8
COc1ccccc1C(=O)NC(=O)COC(=O)c1ccc(Cl)cc1[N+](=O)[O-],-1.2,1.01,1.1,-1.9,-10.3,27.4,-0.4,5.8,-10.1
Cn1nnnc1Sc1ccc(C(=O)O)cc1[N+](=O)[O-],-10.2,1.1,0.911,-4.6,8.9,10.7,-3.6,0.7,-2.2
COc1cc(OC)c(C2SCCN2S(=O)(=O)c2ccc(F)cc2)cc1OC (centres undefined),-4.3,1.04,1.09,-22.5,-9.0,6.6,5.9,5.8,7.5
CC(NC(=O)CCc1ccc(S(=O)(=O)NC2CCCCC2)cc1)c1ccccc1 (centres undefined),-10.7,1.11,1.24,-2.8,-24.3,10.7,11.4,-6.0,11.6

# Following part
SMILES,mIAP block,mIAP activ,hIAP activ,TIM10 inh,hIAP inh,NALP3 yeast inh,Apaf-1 inh,ATG4B inh,tim10-1 inh
OCC1(Cc2cccc(Cl)c2)CCCN(Cc2sc(N3CCCC3)nc2Cl)C1 (centres undefined),-4.3,1.04,1.1,-4.1,-10.4,16.5,-3.2,0.8,17.2
CC(=O)c1ccc(NC(=O)CSc2n[nH]c(-c3cccnc3)n2)cc1,3.1,0.969,0.949,3.9,5.1,15.7,0.2,4.4,-3.0
CN(CC(=O)N1CCN(Cc2ccccc2)CC1)C(=O)Cc1cccc2ccccc12,29.1,0.709,1.05,2.6,-4.7,9.1,5.5,-6.9,16.3
COC(=O)C1CC(O)CN1C(=O)NC1CCCCC1 (centres undefined),1.6,0.984,1.08,-2.9,-8.3,-4.1,1.9,-1.0,-14.5
CCn1c(C)cs/c1=N\S(=O)(=O)c1ccccc1,1.3,0.987,0.911,-3.2,8.9,-4.4,-6.2,-10.7,-9.5
O=C(CSCc1c(Cl)cccc1Cl)NN=C1CCCC1,-6.9,1.07,0.991,16.7,0.9,12.7,5.3,-1.8,16.8
Cc1c(NC(=S)NC(=O)CC(C)C)c(=O)n(-c2ccccc2)n1C,-4.6,1.05,1.1,10.9,-10.3,12.2,-6.8,2.6,7.6
CCCCn1c(N)c(N(CCOC)C(=O)c2ccc(-c3ccc([N+](=O)[O-])cc3)o2)c(=O)[nH]c1=O,7.7,0.923,0.956,4.1,4.4,13.3,-4.7,-6.0,-1.3
O=C(Cn1ccc([N+](=O)[O-])n1)NCCc1c[nH]c2ccccc12,-1.9,1.02,0.953,13.3,4.7,-2.4,-27.7,-2.0,16.6
Cc1cc(OC(=O)c2cccc(C(F)(F)F)c2)c([N+](=O)[O-])c(=O)[nH]1,-3.2,1.03,1.08,1.3,-8.2,17.5,4.0,-11.8,-24.6
COCc1cc(C)nc(Nc2cc(C)ccc2C)c1C#N,-3.2,1.03,0.896,-2.6,10.4,20.3,-1.8,2.5,1.8
CNC(=O)/C(C#N)=C\c1ccc(CNS(=O)(=O)c2ccccc2)o1,2.0,0.98,1,1.7,-0.1,14.7,5.2,6.2,5.2
CCCCNC(=O)CCc1nc2cccnc2n1Cc1ccc(OC)cc1,-10.9,1.11,1.27,-5.2,-26.6,-8.3,10.9,-11.4,16.3
COc1ccc(NC(=O)c2ccco2)cc1NC(=O)c1cccnc1,-0.7,1.01,1.06,5.6,-5.8,2.0,-11.3,-4.1,4.3
COc1ccc(NS(=O)(=O)c2cc(NC(=O)c3ccc(=O)[nH]n3)ccc2C)cc1,1.2,0.988,1.02,20.0,-1.7,10.6,-6.7,-14.1,11.2
Cc1cc(C)cc(NC(=O)CSc2n[nH]c(-c3cccnc3)n2)c1,6.3,0.937,0.903,10.1,9.7,10.6,7.5,-12.6,-8.9
N/C(=N\OC(=O)/C=C/c1ccccc1)c1ccccn1,2.0,0.98,1.01,36.9,-1.1,7.1,-9.7,-0.2,39.2
C/C(=N\NC(=S)Nc1cccc(C)c1)c1cccc(N)c1,1.6,0.984,1.11,24.3,-11.3,9.2,-18.6,-10.0,36.7
COc1cccc(/C=C/C(=O)NCc2cn3cc(Cl)ccc3n2)c1,-6.3,1.06,0.969,11.7,3.1,5.2,-14.3,5.5,-8.5
COc1ccc(N2CCN(CC(=O)NCc3ccc(Cl)cc3)CC2)cc1,8.3,0.917,0.95,9.4,5.0,5.5,1.3,0.5,12.3
CN1CCCN(Cc2cccc3ccccc23)CC1,-3.2,1.03,1.18,-2.6,-17.9,18.7,-4.6,3.6,1.6
CCc1nc(NCc2ccccn2)c2oc3ccccc3c2n1,-3.2,1.03,1.04,-4.0,-4.1,8.0,-0.1,14.6,9.4
COc1ccccc1NC(=O)c1ccccc1C(=O)Nc1ccccc1OC,-4.5,1.04,0.879,12.4,12.1,14.9,5.5,-9.8,22.4
CC1(C)C[C@H]2C3=CCC4[C@@]5(C)CC[C@H](O)[C@](C)(CO)C5CC[C@@]4(C)[C@]3(C)C[C@@H](O)[C@@]2(CO)[C@@H](O)[C@@H]1O (some centres undefined),-2.0,1.02,1.01,4.9,-1.5,10.9,2.5,-2.6,-7.0
COc1ccc(OCC(=O)N/N=C/c2ccc(N(C)C)cc2)cc1,11.2,0.888,1.12,-3.7,-12.4,20.3,-6.2,-8.2,-6.8

# Whole records as entered above:
# Listed for O=C(Cn1ccc([N+](=O)[O-])n1)NCCc1c[nH]c2ccccc12 : mIAP block: -1.9; mIAP activ: 1.02; hIAP activ: 0.953; TIM10 inh: 13.3; hIAP inh: 4.7; NALP3 yeast inh: -2.4; Apaf-1 inh: -27.7; ATG4B inh: -2.0; tim10-1 inh: 16.6
# Listed for Cc1cccc(N=N/C(=C\O)C(=O)c2ccc(Br)cc2)c1 : mIAP block: 15.0; mIAP activ: 0.85; hIAP activ: 0.842; TIM10 inh: 36.0; hIAP inh: 15.8; NALP3 yeast inh: 13.1; Apaf-1 inh: 22.1; ATG4B inh: 12.3; tim10-1 inh: 57.2*

# The list continues:
SMILES,mIAP block,mIAP activ,hIAP activ,TIM10 inh,hIAP inh,NALP3 yeast inh,Apaf-1 inh,ATG4B inh,tim10-1 inh
CCNC(=S)N(CCc1c(C)[nH]c2ccc(C)cc12)Cc1cccnc1,-2.2,1.02,0.964,19.2,3.6,10.0,12.7,-0.9,32.3
Cc1cc(C)n2c(SC/C(O)=C(\C#N)c3nc4ccccc4[nH]3)nnc2n1,18.4,0.816,1.12,-1.7,-12.2,-0.3,15.5,-1.0,10.6
CC(NC(=O)C1CCC(C(C)(C)C)CC1)C(c1ccccc1)N1CCOCC1 (centres undefined),-3.9,1.04,0.87,23.9,13.0,13.8,-5.2,7.5,25.3
O=S(=O)(N/N=C\c1ccc2c(c1)OCO2)c1ccc(Cl)cc1,-6.8,1.07,1.31,17.4,-31.0,2.5,15.3,18.0,16.2
O=C(CCCc1ccccc1)c1ccc2c(c1)OCCO2,-3.9,1.04,0.896,6.8,10.4,41.3,4.3,13.1,-12.3
COc1cc(OC)cc(OCC(O)Cn2ccnc2)c1 (centres undefined),-2.5,1.02,1.43,9.3,-43.1,9.0,-30.6,-5.6,-0.7
Fc1cccc(-c2oncc2-c2nnnn2-c2ccc(Cl)cc2)c1,-0.7,1.01,0.976,21.5,2.4,32.3,2.1,-17.1,30.6
O=C(CNS(=O)(=O)c1ccccc1)N1CCN(Cc2ccccc2)CC1,7.9,0.921,1.05,10.6,-5.0,10.1,-6.8,-5.9,4.9
CN(C)CCCNc1nc(-c2ccccc2)nc2ccccc12,-3.8,1.04,1.34,-4.1,-34.5,10.2,10.1,-2.8,16.3
C[C@H](CO)N1C[C@H](C)[C@@H](CN(C)C(=O)Nc2ccccc2)Oc2ccc(NC(=O)NC3CCCCC3)cc2C1=O,-108.3,2.08*,1.01,4.8,-1.1,20.2,2.5,-1.7,-6.0
COc1ccc(C)c2sc(NNC(=O)COc3ccccc3)nc12,11.6,0.884,1.79,10.3,-79.0,4.9,0.8,/,7.0
COc1ccccc1CNC(=O)CCCNC(=O)c1ccc(Cl)cc1,-2.7,1.03,0.938,-13.4,6.2,19.4,6.9,-4.8,2.0

# Screening data: PubChem BioAssay, Sanford-Burnham Center for Chemical Genomics
